Gli-Sufu block = antagonists of Gli-Sufu signaling. Sufu-KO-LIGHT fibroblasts, Gli luciferase reporter luminescence. inhibition, % at 5 µM. actives 0.74% (n = 340,000);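 active means inhibition above about 55%, limit read from the data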;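 further: 0% = DMSO-treated cells and 100% = wells with medium but no cells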
Jurkat NFkB inh = inhibitors of the PMA/ionomycin-induced NF-kB reporter in Jurkat cells | PMA/ionomycin-induced NF-kB luciferase reporter, luminescence | inhibition, % at 4 µM | actives 0.53% (n = 330,000) | AID 435003; in the data active means inhibition above about 50%
697 NFkB inh = inhibitors of the PMA/ionomycin-induced NF-kB reporter in 697 B cells | inhibition, % at 4 µM | 697 B-cell NF-kB luciferase reporter, 16 h | actives 0.33% (n = 330,000); in the data active means inhibition above about 35%
APJ antagonist = antagonists of human APJ apelin receptor. P35414. CHO-K1 APJ beta-arrestin complementation, luminescence. actives 0.32% (n = 330,000). inhibition, % at 20 µM;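 active means inhibition above about 40% at 20 µM, limit read from the data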;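 further: cells challenged with 10 nM apelin-13 agonist together with compound; plate controls were apelin-13 plus DMSO wells for no effect and DMSO wells lacking apelin-13 for full effect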
Target sequence (P35414 whole entry, looked up): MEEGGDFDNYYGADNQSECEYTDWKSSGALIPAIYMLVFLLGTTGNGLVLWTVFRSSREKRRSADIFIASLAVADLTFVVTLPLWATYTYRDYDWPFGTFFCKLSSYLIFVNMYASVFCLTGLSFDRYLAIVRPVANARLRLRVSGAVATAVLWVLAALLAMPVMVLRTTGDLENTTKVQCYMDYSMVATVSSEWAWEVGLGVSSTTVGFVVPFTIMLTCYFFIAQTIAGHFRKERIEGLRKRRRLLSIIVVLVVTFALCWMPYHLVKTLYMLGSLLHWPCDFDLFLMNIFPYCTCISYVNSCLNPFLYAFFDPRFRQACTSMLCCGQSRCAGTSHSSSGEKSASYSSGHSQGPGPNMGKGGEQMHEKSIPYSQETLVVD
EBI2 antag = antagonists of human EBI2 receptor. P32249. EBI2 beta-arrestin recruitment, luminescence, 7a,25-OHC stimulated. inhibition, % at 5 µM. actives 0.81% (n = 360,000). AID 651636; in the data active means inhibition above about 38%;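 further: enzyme fragment complementation signal reports receptor beta-arrestin coupling in cells; 0% = agonist plus DMSO wells and 100% = wells without agonist; some results beyond the cut were filed as inactive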
Target sequence (P32249 whole entry, looked up, the tested form may be a part): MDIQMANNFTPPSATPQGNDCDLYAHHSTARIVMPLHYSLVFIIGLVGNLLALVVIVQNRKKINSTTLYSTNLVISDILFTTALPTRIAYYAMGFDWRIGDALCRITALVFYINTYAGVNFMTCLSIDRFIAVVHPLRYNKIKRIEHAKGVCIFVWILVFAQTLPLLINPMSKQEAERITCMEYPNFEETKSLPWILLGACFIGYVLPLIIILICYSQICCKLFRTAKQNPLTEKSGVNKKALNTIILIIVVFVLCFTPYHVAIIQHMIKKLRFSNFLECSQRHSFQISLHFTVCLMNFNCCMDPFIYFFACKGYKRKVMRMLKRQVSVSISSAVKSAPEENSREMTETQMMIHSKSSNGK
CCR6 antagonist = CCR6 (human) receptor antagonism | actives 0.49% (n = 340,000) | inhibition, % at 20 µM | P51684 | CHO-K1 CCR6 PathHunter beta-arrestin, luminescence, CCL20-stimulated;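 active means compounds whose inhibition of the agonist-driven luminescence signal at 20 µM reaches about 50%, limit read from the data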;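 further: cells stimulated with CCL20 at 14 nM final; plate controls were DMSO with CCL20 for no effect and DMSO without agonist for full effect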
UBC13 inh = blocks human UBC13 polyubiquitin chain formation; inhibition, % at 20 µM; TR-FRET; actives 0.47% (n = 330,000); P61088; in the data active means inhibition above about 45%, passing the limit was not always enough
Target sequence (P61088 whole entry, looked up): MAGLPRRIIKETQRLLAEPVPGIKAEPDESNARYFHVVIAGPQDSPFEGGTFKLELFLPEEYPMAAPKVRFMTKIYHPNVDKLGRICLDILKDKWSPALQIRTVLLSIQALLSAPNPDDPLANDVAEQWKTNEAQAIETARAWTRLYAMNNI
CXCR6 inh = blocks human CXCR6 beta-arrestin recruitment | O00574 | inhibition, % at 20 µM | actives 0.36% (n = 360,000) | CHO-K1 PathHunter CXCR6 beta-arrestin, luminescence; in the data active means inhibition above about 34%, passing the limit was not always enough;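 further: antagonist mode with CXCL16 agonist at 10 nM final; 0% = 10 nM CXCL16 with DMSO and 100% = unstimulated wells without agonist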
* hit, by the source's call; . = not tested or not shown.

SMILES	Gli-Sufu block	Jurkat NFkB inh	697 NFkB inh	APJ antagonist	EBI2 antag	CCR6 antagonist	UBC13 inh	CXCR6 inh
CCCCN=CC1=C(O)CC(c2ccccc2)CC1=O (stereo not drawn)	-13.0	7.9	-0.5	11.2	-2.1	23.3	-1.6	-4.6
CSCC[C@H](N)C(=O)NC[C@H]1CC[C@H](C(=O)N[C@@H](Cc2ccccc2)C(=O)O)CC1	9.3	-1.1	-7.5	-1.5	4.1	-3.4	7.6	-9.5
O=C(O)CCNC(=O)/C(=C/C=C/c1ccccc1)NC(=O)c1ccccc1	1.6	-9.0	-16.7	-3.0	-5.2	6.0	-15.9	-2.1
COc1ccc(S(=O)(=O)N2CCC(C(N)=O)CC2)c2ccccc12	-3.6	-8.4	-5.7	-11.3	-5.9	0.5	-0.7	5.5
CCc1ccccc1S(=O)(=O)Cc1ccc(C(=O)N2CCN(c3ccccn3)CC2)o1	20.5	10.6	10.2	3.8	-7.3	2.7	9.1	-6.0
CC(C)COc1ccc(C(=S)N2CCCC2)cc1	9.4	1.1	26.1	-1.7	-8.8	12.5	-1.5	-5.4
COC(=O)C1CCN(C(=O)COC(=O)CCc2nc3ccccc3c(=O)[nH]2)CC1	2.4	-3.7	-43.2	-6.4	-4.6	1.4	-18.1	8.4
CCOC(=O)[C@H]1[C@H]2COc3ccc(Br)cc3[C@@H]2N2C(=O)CN(Cc3ccccc3)C(=O)[C@@]12C	-5.5	-5.6	0.8	1.7	-0.7	2.9	-0.2	5.3
C/C(=N\N(c1ccccc1)c1ccccc1)c1ccco1	-3.2	-4.7	4.7	-3.4	5.7	14.7	-5.3	13.9
C=CCn1c(CNC(=O)c2ccco2)nnc1SCC(=O)c1ccc(OC)cc1	-9.1	-13.0	12.4	10.0	4.1	4.0	0.1	7.1
CC(=O)c1cnc2nc(SCc3ccccc3C)nn2c1C	-8.5	-44.7	-55.4	17.9	10.2	6.4	-2.3	-2.5
O=C(Nc1ccc(N2CCCCC2)cc1)c1ccc([N+](=O)[O-])o1	-6.3	-17.0	-51.2	-38.3	4.6	12.5	-18.7	-2.9
CCc1nnc(NC(=O)CSc2nnc(Cc3ccccc3)n2-c2ccc(OC)cc2)s1	-1.2	-4.1	0.2	1.0	9.9	10.3	1.1	-2.0
COc1cc(S(=O)(=O)N2CCOCC2)cc(C(=O)OCC(=O)NC2CCCCC2)c1OC	4.7	-9.6	5.4	-10.8	-10.0	4.5	-4.5	4.4
O=C(c1ccccc1)c1ccc2nc(-c3ccc(NC(=O)c4ccccc4F)cc3)[nH]c2c1	-35.4	4.4	-27.4	-10.4	-14.0	-22.8	-4.6	1.0
Cc1nnsc1C(=O)NNc1ccc(Cl)cc1	5.7	-0.5	7.8	4.0	3.5	3.2	3.7	6.8
OC(COCc1ccc(Cl)cc1)CN1CCN(CC(O)COCc2ccc(Cl)cc2)CC1 (stereo not drawn)	11.1	31.8	-10.0	-4.4	6.1	2.1	13.7	-15.8
O=C(COc1ccccc1)NCC(=O)N/N=C/C=C/c1ccccc1	-14.9	10.0	-11.4	-14.5	19.0	1.2	-1.0	-6.9
Cc1cc(N=Cc2c(O)n(-c3cccc(C(F)(F)F)c3)c(=O)c3ccccc23)no1	9.3	-0.6	9.2	4.6	-0.2	1.5	5.4	-4.0
CC(C)OC(=O)c1c2nc3ccccc3nc2n2c1[nH]c(=O)c1ccccc12	.	16.1	24.9	19.4	.	.	18.4	.
Cc1ccccc1C(=O)NCC(=O)OC(C)C(=O)NC(C)CCc1ccccc1 (stereo not drawn)	-2.4	12.8	22.2	8.0	-13.1	11.2	-4.9	-5.7
CC(=O)c1cccc(NC(=O)COC(=O)c2ccc3c(c2)OCCO3)c1	3.6	-0.2	-1.5	12.1	-2.8	14.7	13.8	2.9
CC(C)(C)OC(=O)NCCCCCNC(=O)c1[nH]cnc1C(=O)Nc1cccc(Cl)c1	6.8	4.5	-2.0	2.0	-34.0	11.4	6.1	14.3
COc1ccc(/C=C(\NC(=O)/C=C/c2ccco2)C(=O)NCCc2nc3ccccc3[nH]2)cc1	3.3	4.5	11.7	8.7	-1.1	3.6	-6.3	3.6
CCCNC(=O)c1cc(-c2ccc(OC)cc2)n(CCCOC)c1C	5.2	11.4	9.4	-4.0	-3.0	9.9	12.6	-3.1

Single records, as listed above. Order of values: Gli-Sufu block	Jurkat NFkB inh	697 NFkB inh	APJ antagonist	EBI2 antag	CCR6 antagonist	UBC13 inh	CXCR6 inh
CC(C)OC(=O)c1c2nc3ccccc3nc2n2c1[nH]c(=O)c1ccccc12 across the screens: .	16.1	24.9	19.4	.	.	18.4	.
Cc1nnsc1C(=O)NNc1ccc(Cl)cc1 across the screens: 5.7	-0.5	7.8	4.0	3.5	3.2	3.7	6.8
O=C(O)CCNC(=O)/C(=C/C=C/c1ccccc1)NC(=O)c1ccccc1 across the screens: 1.6	-9.0	-16.7	-3.0	-5.2	6.0	-15.9	-2.1
CSCC[C@H](N)C(=O)NC[C@H]1CC[C@H](C(=O)N[C@@H](Cc2ccccc2)C(=O)O)CC1 across the screens: 9.3	-1.1	-7.5	-1.5	4.1	-3.4	7.6	-9.5

(further entries)
SMILES	Gli-Sufu block	Jurkat NFkB inh	697 NFkB inh	APJ antagonist	EBI2 antag	CCR6 antagonist	UBC13 inh	CXCR6 inh
COc1ccccc1C(=O)NC(=S)Nc1cccnc1Cl	-51.7	-125.0	-250.1	8.1	9.4	33.3	13.0	6.0
COc1cccc(CNS(=O)(=O)c2cc(CN3C(=O)c4cccnc4C3=O)ccc2OC)c1	11.0	-14.4	-52.5	8.1	-2.6	-8.5	-1.7	3.0
COc1cc(/C=C/C(=O)OCC(=O)Nc2c(C)n(C)n(-c3ccccc3)c2=O)ccc1OCC#N	-2.8	9.7	7.0	2.5	-5.5	-0.5	6.8	-0.8
COc1cccc(-c2cc(C(F)(F)F)n3nc(N)nc3n2)c1	77.5*	-3.2	6.4	8.1	5.2	28.4	1.8	-6.2
CC1CCN(c2nc3c(c(=O)[nH]c(=O)n3C)n2CCCc2ccccc2)CC1	9.5	-27.6	-65.0	-74.2	17.8	10.9	-2.5	4.4
COc1ccccc1N1CCN(C(=O)C2CCCCN2S(=O)(=O)c2ccc(C)cc2)CC1 (stereo not drawn)	4.9	7.9	13.1	-1.7	8.8	-0.8	3.7	-2.0
NC(=O)CS(=O)(=O)c1ccc(Cl)cc1	4.3	0.5	14.6	5.4	0.6	4.4	5.2	4.0
COC(=O)c1cccc2c1-c1ccccc1/C2=N\NC(N)=O	-27.0	-24.9	-37.2	-16.1	2.7	-8.3	-6.5	-3.8
Cc1nnc(C)n1/N=C/c1cccc([N+](=O)[O-])c1	2.7	0.4	7.6	-26.4	-5.7	-5.3	2.4	-5.0
COc1cc2c(cc1OC)C(C(=O)Nc1ccc3c(c1)OCCO3)C1c3ccccc3CCN1C2=O (stereo not drawn)	3.0	-14.5	16.6	-12.2	-2.9	-4.1	3.6	-1.5
CC(C)Nc1nc2n(c(=O)n1)CCN2C(C)C	-4.6	-5.8	6.5	3.1	-2.9	11.2	6.5	1.6
O=C(Nc1nc(-c2ccc(Cl)cc2)cs1)C1=COCCO1	3.0	-56.4	-71.2	-15.7	2.0	4.9	-1.9	-10.9
COc1ccc(Cl)cc1NC(=O)CC(C)=O	0.5	-1.3	-10.0	9.3	-0.8	6.0	2.5	-1.8
O=C(NCc1ccc(Cl)cc1)C(=O)NCC1OCCN1C(=O)c1ccc(Cl)cc1 (stereo not drawn)	4.5	1.1	6.5	0.0	10.4	16.3	-6.2	-1.8
CCN(c1ccc(NC(=O)COC(=O)CCc2cc(OC)c(OC)c(OC)c2)cc1)C(C)C	-16.1	.	.	.	-6.6	9.2	.	-0.8
O=C(N/N=C/c1ccccc1)c1ccc(-c2ccccc2)cc1	-7.1	-6.3	-7.8	-0.4	-0.7	3.8	-11.1	-4.4
CC1=CC(C)(C)NC(=S)N1c1cccc2ccccc12	-6.9	-13.4	-51.8	7.1	-2.4	7.1	-7.2	-6.0
Cc1ccc(-c2cc(=O)c3cc(C)ccc3[nH]2)cc1	-16.3	-40.7	-219.4	-3.6	-6.1	-4.1	-7.4	-5.9
COC(=O)N1C(=O)[C@@](Cc2ccccc2)(c2ccccc2)N1C(=O)OC	2.2	5.7	22.1	-49.9	15.8	4.8	-1.5	8.2
COc1ccc(S(N)(=O)=O)cc1C(=O)NC1CCCc2ccccc21 (stereo not drawn)	-2.9	2.7	14.0	10.9	0.3	2.3	4.6	5.9
CC(=O)c1ccc(S(=O)(=O)Nc2ccc(S(=O)(=O)N3CCCCC3)cc2)cc1	7.3	12.5	24.3	-5.9	5.8	26.4	-6.4	2.0
Cc1c(C(=O)Nc2ccccc2)sc2nc(-c3ccccc3)cn12	-21.5	-69.7	-70.0	-17.7	44.4*	12.8	0.0	-9.5
C#Cc1ccc(CN2CCN(CCc3ccccc3)C(CCO)C2)cc1 (stereo not drawn)	32.0	12.3	6.4	12.3	4.0	20.5	3.9	3.9
O=C(Nc1ccc(Cl)cc1)N(Cc1nc2ccccc2c(=O)[nH]1)Cc1cccs1	4.6	49.9	-61.3	-8.3	5.2	1.6	-6.8	6.1
Cn1c(OCc2cccnc2)nc2c1c(=O)n(Cc1ccc(F)cc1)c(=O)n2C	11.3	1.6	-5.3	13.1	-0.9	0.0	7.8	-3.2
SMILES	Gli-Sufu block	Jurkat NFkB inh	697 NFkB inh	APJ antagonist	EBI2 antag	CCR6 antagonist	UBC13 inh	CXCR6 inh
Cc1ccc(CNS(=O)(=O)c2ccccc2[N+](=O)[O-])cc1	-4.5	16.4	10.7	-17.2	-3.4	-4.4	12.1	2.2
Cn1c2ccccc2c2c(C(=O)N3CCN(c4ccc(F)cc4)CC3)cn(C3CCCC3)c(=O)c21	19.8	0.2	-20.2	-2.9	7.6	7.5	-1.4	11.1
COc1cccc(-c2nn(-c3ccccc3)cc2CN2CCCO2)c1	1.0	-17.0	-18.9	11.5	0.1	12.2	-0.8	1.9
Cc1cc2[nH]ncc2cc1NC(N)=S	-11.2	-2.2	8.1	-9.1	10.8	9.6	-8.5	4.4
O=C(NCC(c1ccco1)N1CCCC1)c1cccc(NS(=O)(=O)c2ccccc2)c1 (stereo not drawn)	16.9	14.2	7.0	8.0	0.8	2.2	1.9	3.6
COCCn1c(-c2ccccc2)csc1=Nc1cccnc1	17.3	14.2	-16.2	19.0	5.4	10.3	-2.4	4.2
CCOC(=O)CNC(=O)CSc1nnc(-c2ccco2)n1Cc1ccco1	1.8	5.9	18.7	-17.9	-3.4	-10.8	10.6	-20.5
Nc1nnc(SCC(=O)c2ccco2)s1	1.1	-5.4	18.4	-5.6	-11.1	-5.2	3.2	-2.4
CCOc1cc(C=O)ccc1OCC(=O)NC(C)(C)C	-4.0	-8.1	5.6	13.7	-0.7	-4.3	-8.0	-3.4
Cc1cc(NC(=O)Cc2ccccc2)no1	-9.9	-1.1	-3.2	18.4	-13.1	4.7	-5.5	4.1
CC(C)C1=C2OC(N)=C(C#N)C(C#N)=C2C(C)CC1 (stereo not drawn)	2.4	-3.7	-4.7	3.7	-0.3	-2.4	2.2	-1.8
COc1ccc(NS(=O)(=O)c2ccc(Br)s2)cc1OC	0.8	0.9	-2.4	2.4	4.5	0.3	1.6	-7.2
Cc1[nH]n(-c2ccccc2)c(=O)c1N=Nc1cccc(Cl)c1	-24.6	-78.3	-87.1	19.4	11.5	44.5	-28.2	22.8
Cc1ccc2nc(N(CCN(C)C)C(=O)/C=C/c3cccs3)sc2c1	-5.8	2.5	-1.5	11.5	11.5	-2.9	33.4	4.5
Cc1cc(Oc2ccc([N+](=O)[O-])cc2)nc(N2CCOCC2)n1	1.3	14.7	4.3	16.0	-2.4	0.5	10.4	8.5
Cc1ccc(SCC(=O)Nc2nnc(-c3ccco3)o2)cc1	2.1	0.8	12.2	10.1	-4.5	11.7	-4.1	9.7
CC(=O)c1c(C)[nH]c(C(=O)N2CCN(c3ncccn3)CC2)c1C	5.0	3.5	-4.1	-6.9	-1.2	-9.4	1.0	0.4
COC(=O)c1ccc2nc(NC(=O)C(C)C)sc2c1	-49.3	-70.3	-128.6	11.3	-1.2	0.1	4.6	5.4
CC(C)Oc1ccc(S(=O)(=O)N2CCCCC2)cc1NC(=O)C1CCC1	5.0	6.8	-12.9	12.0	-17.9	0.0	-0.8	-0.3
O=C(Nc1ccon1)c1ccc(Cl)s1	-2.2	7.8	5.5	-10.4	-9.4	-8.9	3.1	-7.3

High-throughput results: PubChem BioAssay, Sanford-Burnham Center for Chemical Genomics
